BAP1 block – inhibitors of BAP1 deubiquitinase, primary screen, biochemical, Ub-AMC fluorescence, kinetic | Ubiquitin carboxyl-terminal hydrolase BAP1 (Homo sapiens), Q92560 | recombinant BAP1, Ub-AMC hydrolysis fluorescence kinetic; active compounds read low | activity remaining (% of control), % at 20 µM | 72,000 tested, 0.48% active | AID 436, 2006;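 active = activity remaining at or below 50% of control, provided the compound also passes the data quality filters; inactive = the rest, including low values that fail the filters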;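 note: 100% = DMSO wells rate and 0% = substrate alone blank rate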
Target sequence (Q92560 whole entry, looked up): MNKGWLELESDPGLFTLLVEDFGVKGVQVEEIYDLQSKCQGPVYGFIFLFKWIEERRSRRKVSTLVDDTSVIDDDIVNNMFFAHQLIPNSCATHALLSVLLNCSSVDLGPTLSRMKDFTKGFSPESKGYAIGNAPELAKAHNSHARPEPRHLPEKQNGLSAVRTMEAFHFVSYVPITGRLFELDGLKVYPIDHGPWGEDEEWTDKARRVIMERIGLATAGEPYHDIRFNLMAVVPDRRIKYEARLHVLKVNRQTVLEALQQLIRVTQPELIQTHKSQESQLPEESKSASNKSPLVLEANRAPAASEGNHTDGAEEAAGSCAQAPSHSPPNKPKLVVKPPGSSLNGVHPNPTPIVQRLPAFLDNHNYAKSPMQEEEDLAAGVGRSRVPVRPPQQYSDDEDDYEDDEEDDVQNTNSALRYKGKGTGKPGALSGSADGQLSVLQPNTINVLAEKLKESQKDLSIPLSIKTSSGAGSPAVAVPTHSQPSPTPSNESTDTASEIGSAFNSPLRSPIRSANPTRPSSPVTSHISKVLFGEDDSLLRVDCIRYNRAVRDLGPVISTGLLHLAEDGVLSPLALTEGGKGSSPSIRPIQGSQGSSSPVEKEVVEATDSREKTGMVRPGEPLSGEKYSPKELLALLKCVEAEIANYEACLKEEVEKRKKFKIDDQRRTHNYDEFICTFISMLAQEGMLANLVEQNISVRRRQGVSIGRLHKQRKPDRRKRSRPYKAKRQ
HePTP inhibitor – inhibitors of human HePTP phosphatase, primary screen, biochemical, absorbance, leukemia target | 110,000 tested, 0.64% active | Tyrosine-protein phosphatase non-receptor type 7 (Homo sapiens), P35236 | AID 521, 2006 | recombinant HePTP phosphatase activity, OD absorbance | inhibition, % at 20 µM; in the data active = inhibition above about 50%;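 note: plate controls were vehicle for no effect and reference inhibitor for full effect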
Target sequence (P35236 whole entry, looked up): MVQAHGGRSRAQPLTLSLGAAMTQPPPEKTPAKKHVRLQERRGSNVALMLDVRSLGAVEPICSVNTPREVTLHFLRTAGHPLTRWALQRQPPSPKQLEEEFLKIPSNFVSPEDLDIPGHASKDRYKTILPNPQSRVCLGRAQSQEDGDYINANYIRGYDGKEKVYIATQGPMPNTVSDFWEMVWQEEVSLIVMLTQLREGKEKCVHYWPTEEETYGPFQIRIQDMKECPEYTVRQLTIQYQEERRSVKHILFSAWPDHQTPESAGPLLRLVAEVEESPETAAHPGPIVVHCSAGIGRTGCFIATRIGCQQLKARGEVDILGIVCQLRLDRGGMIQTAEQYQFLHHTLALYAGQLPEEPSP
The depositor's hits bear a star; · = not tested or not shown; & = joins results of further samples.

compound	BAP1 block	HePTP inhibitor
O=C(N/C(=C/c1cccs1)C(=O)N1CCCCCC1)c1ccccc1	·	-6
CCOc1ccc(NC(=O)C2=C(C)NC(=O)NC2c2ccc(C)cc2)cc1 (stereo unspecified)	·	14
O=C1CCC(C(=O)NCc2cccnc2)N1 (stereo unspecified)	·	3
N#Cc1cnn(-c2ccccc2)c1N	·	-7
N/C(=N\OC(=O)c1ccc([N+](=O)[O-])cc1Cl)c1cccc([N+](=O)[O-])c1	·	1
CCOC(=O)C1CCN(C2CC(=O)N(c3cccc(Cl)c3)C2=O)CC1 (stereo unspecified)	103	7&-7
COc1ccc(C(=O)Nc2ccccc2C(=O)N2CCOCC2)cc1	·	6
COCCN(C(=O)COc1ccccc1)c1nnc(-c2cccnc2)s1	85	-5
CCCCCCCCNC(C)C(O)c1ccc(SC(C)C)cc1 (stereo unspecified)	144	12
COc1ccc(NC(=O)C(=O)NCc2ccccc2Cl)cc1	·	6
Cn1cccc1Cc1nnc(SCC(=O)NCc2ccco2)n1-c1ccc(F)cc1	84	-4
COCCNC(=O)CCSCc1ccccc1F	107	6
CCOc1ccc(N2C(N)=NC(N)=NC2(C)C)cc1	123	6
Cc1c(NC(=O)/C=C/c2cccc3ccccc23)c(=O)n(-c2ccccc2)n1C	·	-2
C=CCN1C(=O)NC(=O)/C(=C\c2ccccc2OCc2ccc([N+](=O)[O-])cc2)C1=O	·	-10
CSc1ccc(S(=O)(=O)N(CC(=O)Nc2ccc(C)cc2)c2ccc(C)cc2)cc1	·	-15
CCCCN1CCc2c([nH]c3c(C)cccc23)C1=O	74	7
Cc1c(CCC#N)c(N2CCN(C3CCCCC3)CC2)n2c(nc3ccccc32)c1C#N	71	17
NC(=O)c1ccccc1N=Cc1ccccc1[N+](=O)[O-]	·	-7
CC1=CC(C)(C)Nc2ccc(OC(=O)C3CCCO3)cc21 (stereo unspecified)	·	3
CC(C)(C)C1CCc2c(sc(NC(=O)c3ccc(F)cc3)c2C(N)=O)C1 (stereo unspecified)	·	10
O=C(Cc1ccc(F)cc1F)Nc1ccc(I)cc1	·	-7
COc1ccc2c(C)cc(SCC(=O)N3CCOCC3)nc2c1	97	10
CC1CCN(c2nc(-c3ccccc3)cc(C(F)(F)F)n2)CC1	·	7
CC1=C(C(=O)N2CCN(C(=O)c3ccco3)CC2)C2(CCC(C)CC2)OC1=O (stereo unspecified)	95	3

(listing goes on)
compound	BAP1 block	HePTP inhibitor
COc1ccc(S(=O)(=O)N2CCN(c3c(C)cccc3C)CC2)cc1OC	85	-2
CCOC(=O)c1ccc(N=C2NC(=O)CS2)cc1	118	-10
O=C(COC(=O)c1cccnc1)Nc1cccc(Cl)c1	106	9
NC(=O)C1CCN(C(=O)c2cccc(C#CC3(O)CCCCC3)c2)CC1	·	-3
O=S1(=O)N=C(OCc2ccccc2)c2ccccc21	·	5
CCN(CC)CCNC(=O)CCCNC(=O)Cn1cnc2sc(C)c(C)c2c1=O	100	11
Cn1c(SCC(=O)NCc2cccs2)nnc1-c1ccc(S(=O)(=O)N2CCCC2)cc1	99	3
CCC(C)NC(=O)CS(=O)(=O)Cc1nc(-c2cccc(OC)c2)oc1C (stereo unspecified)	89	14
Clc1ccc(Nc2ncnc3c2cnn3-c2ccccc2)cc1	103	8
Cn1c(=O)n(Cc2ccccc2)c(=O)c2c1nc1n2CCCN1C1CCCCC1	102	4
CC(NC(=S)NCc1ccccc1)C1COc2ccccc2O1 (stereo unspecified)	·	9
COc1ccc(/C=C/C(=O)Nc2ccc(OC)cc2OC)cc1	·	-6
CC1=C(C(=O)OCc2ccccc2)C(c2ccsc2)NC(=O)N1C (stereo unspecified)	·	-15
CCC(C)NC(=O)Cn1c(=O)n(-c2ccccc2)c(=O)c2ccc(C(=O)NCc3ccco3)cc21 (stereo unspecified)	101	-2
COc1ccc(CC2S/C(=C(\C#N)C(=O)NCc3ccco3)N(c3ccc(C)cc3)C2=O)cc1 (stereo unspecified)	·	-9
Cc1ccc(C)c(/C(O)=C2\C(=O)C(=O)N(CCCN(C)C)C2c2cccnc2)c1 (stereo unspecified)	66	-1
COc1cc(/C=N\NC(=O)CNc2ccccc2C)ccc1OC(C)=O	·	6
CNS(=O)(=O)c1cccc(C(=O)OCc2cc(Cl)cc3c2OCOC3)c1	·	5
COc1ccc(-c2cc(C(F)(F)F)n3nc(C(=O)Nc4cc(C)ccc4O)cc3n2)cc1OC	·	-3
Brc1ccc(-c2nnc(SCc3ccccc3)o2)cc1	·	5
Cc1ccc2c(Cl)c(C(=O)NCC3CCCO3)sc2c1 (stereo unspecified)	·	2
CCOc1ccccc1N(CC(=O)Nc1ccccc1C(=O)O)S(C)(=O)=O	90	5
Cc1oc2cc(OCc3ccc([N+](=O)[O-])cc3)ccc2c(=O)c1-c1nc2ccccc2n1C	·	11
O=C(CSc1nnc(CCCO)n1-c1ccccc1)NCCc1ccccc1	90	6
COc1cccc(-n2c(SCC(N)=O)nc3c([nH]c4ccccc43)c2=O)c1	·	7

Reformatted with two lines to a compound: part of the list above
Under each structure – BAP1 block, HePTP inhibitor
- Cn1c(=O)n(Cc2ccccc2)c(=O)c2c1nc1n2CCCN1C1CCCCC1
  102, 4
- CC(NC(=S)NCc1ccccc1)C1COc2ccccc2O1 (stereo unspecified)
  ·, 9
- COc1ccc(/C=C/C(=O)Nc2ccc(OC)cc2OC)cc1
  ·, -6
- CC1=C(C(=O)OCc2ccccc2)C(c2ccsc2)NC(=O)N1C (stereo unspecified)
  ·, -15
- CCC(C)NC(=O)Cn1c(=O)n(-c2ccccc2)c(=O)c2ccc(C(=O)NCc3ccco3)cc21 (stereo unspecified)
  101, -2
- COc1ccc(CC2S/C(=C(\C#N)C(=O)NCc3ccco3)N(c3ccc(C)cc3)C2=O)cc1 (stereo unspecified)
  ·, -9
- Cc1ccc(C)c(/C(O)=C2\C(=O)C(=O)N(CCCN(C)C)C2c2cccnc2)c1 (stereo unspecified)
  66, -1
- COc1cc(/C=N\NC(=O)CNc2ccccc2C)ccc1OC(C)=O
  ·, 6
- CNS(=O)(=O)c1cccc(C(=O)OCc2cc(Cl)cc3c2OCOC3)c1
  ·, 5
- COc1ccc(-c2cc(C(F)(F)F)n3nc(C(=O)Nc4cc(C)ccc4O)cc3n2)cc1OC
  ·, -3
- Brc1ccc(-c2nnc(SCc3ccccc3)o2)cc1
  ·, 5
- Cc1ccc2c(Cl)c(C(=O)NCC3CCCO3)sc2c1 (stereo unspecified)
  ·, 2
- CCOc1ccccc1N(CC(=O)Nc1ccccc1C(=O)O)S(C)(=O)=O
  90, 5
- Cc1oc2cc(OCc3ccc([N+](=O)[O-])cc3)ccc2c(=O)c1-c1nc2ccccc2n1C
  ·, 11
- O=C(CSc1nnc(CCCO)n1-c1ccccc1)NCCc1ccccc1
  90, 6
- COc1cccc(-n2c(SCC(N)=O)nc3c([nH]c4ccccc43)c2=O)c1
  ·, 7

The results go on.
compound	BAP1 block	HePTP inhibitor
CC1(C)CC(=O)C2=C(C1)N(Cc1ccco1)C(=O)NC2(C(F)(F)F)C(F)(F)F	97	8
O=C(Nc1cc(Cl)ccc1O)c1cnn2c1NC(c1cccs1)CC2C(F)(F)F (stereo unspecified)	56	·
O=C(NCC(c1cccnc1)N1CCN(c2ccc(F)cc2)CC1)c1ccc2c(c1)OCO2 (stereo unspecified)	107	3
COC(=O)c1nc2n(n1)C(c1cc(OC)ccc1OC)C(C(=O)OC1CCCCC1)=C(C)N2 (stereo unspecified)	·	4
O=[N+]([O-])c1ccc(S(=O)(=O)N2CCSC2c2ccc3c4c(cccc24)CC3)cc1 (stereo unspecified)	59	9
O=C(Nc1cccc(Br)c1)C1CC1	·	-12
COc1ccccc1-n1cc(C(=O)NCC(=O)N2CCN(c3ccccc3)CC2)c2ccccc2c1=O	91	7
CC1CC(C)(C)CC2(C1)NC(=S)N(c1ccccc1)N2 (stereo unspecified)	·	5
Cc1cccc(Nc2ncc3c(n2)CC(c2ccco2)CC3=O)c1 (stereo unspecified)	51	7
O=C(Cn1cnc2c(oc3ccccc32)c1=O)NCCc1ccccc1	109	·
Cn1c(=O)oc2cc(S(=O)(=O)NCCN3CCc4ccccc4C3)ccc21	99	6
C=CCOc1ccc(CNc2nn[nH]n2)cc1	94	8
COc1ccc(N2C(=O)CC(NC3CCCCC3)C2=O)cc1 (stereo unspecified)	·	-11
CCC(CC)NCc1ccc(OC)cc1OC	87	8
Cc1ccc2c(c1)c1c(n2CC(O)Cn2c(C)nc3ccccc32)C(=O)CCC1 (stereo unspecified)	83	-5
COc1ccc(C(=O)NN=C2CCN(Cc3ccccc3)CC2)cc1OC	·	8
CCOC(=O)c1ccc(CNC(=O)Cn2nnc(-c3ccc(C)cc3)n2)o1	104	-1
COc1ccccc1CNC(=O)C1CCN(S(=O)(=O)N2CCCCC2)CC1	103	6
CCc1c(C(=O)NCc2cnn(C)c2)csc1C	74	6
Cc1cc(C)cc(OCCCc2c(C)n[nH]c2C)c1	·	8
COc1ccc(N(CC(=O)Nc2cccc(Br)c2)S(=O)(=O)c2ccccc2)cc1Cl	·	-1
C=CCN(CC=C)C(=O)C(C)Oc1ccccc1 (stereo unspecified)	·	0
CC(=O)Oc1cccc(Oc2ccc([N+](=O)[O-])cc2)c1	·	-6
CCOCCn1c(N2CCN(c3ccc(OC)cc3)CC2)nc2c1c(=O)[nH]c(=O)n2C	100	6
O=C(CN(c1ccccc1)S(=O)(=O)c1ccccc1[N+](=O)[O-])N1CCOCC1	·	2

Single records, from the list above. Screens in order: BAP1 block, HePTP inhibitor
Shown for O=C1CCC(C(=O)NCc2cccnc2)N1 (stereo unspecified) = ·, 3
Shown for O=C(N/C(=C/c1cccs1)C(=O)N1CCCCCC1)c1ccccc1 = ·, -6

The listing continues.
compound	BAP1 block	HePTP inhibitor
O=C(O)CCCCCN1C(=O)C(O)=C(C(=O)/C=C/c2ccccc2)C1c1ccc(F)cc1 (stereo unspecified)	·	-11
C=CCNC(=O)c1ccc(C)c(Br)c1	71	4
Cc1n[nH]c(C)c1N1C(=O)c2cccc3c(N4CCCCCC4)ccc(c23)C1=O	78	-11
S=c1[nH]nc(-c2ccccc2)n1/N=C/c1ccc2c(c1)OCO2	·	-2
O=C(Nc1ccc(OC(=O)c2ccco2)cc1)c1ccco1	99	-2
O=C(/C=C/Nc1ccccc1NS(=O)(=O)Cc1ccccc1)c1ccc2c(c1)OCO2	·	45
C=CCn1c(NCCO)nc2c1c(=O)n(C)c(=O)n2C	97	2
CCOC(=O)C1=C(C)N(CCOC)C(=O)/C1=C\c1sccc1C	·	5
COc1c2c(nc3ccccc13)OC(C(C)(O)COC(C)=O)C2 (stereo unspecified)	99	7&4
CCN1CCCC1Cn1cnc2c([nH]c3cccc(Cl)c32)c1=O (stereo unspecified)	238	8
Cc1sc(NC(=O)c2ccco2)c(C(c2cccnc2)N2CCN(c3ccc(F)cc3)CC2)c1C (stereo unspecified)	58	-5
Cc1ccc(OCC(=O)Nc2ccccc2C(F)(F)F)c(C)c1	·	5
CC(C)CCOc1cccc(C(=O)Nc2ccc(Cl)c(NC(=O)c3ccccc3)c2)c1	·	8
O=[N+]([O-])c1ccc(Sc2nnnn2-c2ccccc2)nc1	·	-10
CC(C)(C)NC(=S)Nc1ccccc1	·	11
CCSc1nnc2c(n1)OC(c1cccs1)Nc1ccccc1-2 (stereo unspecified)	54	·
Cc1oc2cc3c(C(=O)N4CCCCC4)c(C)oc3cc2c1C(=O)N1CCCCC1	92	3
COC(=O)C1=C(C)NC(C)=C(C(=O)OC)C1c1cn(-c2ccccc2)nc1-c1ccc(S(=O)(=O)N2CCOCC2)cc1	·	0
CCOC(=O)c1sc(NC(=O)CC)c(C(=O)OCC)c1C	121	·
CCCc1oc2cc(OCC(=O)OC)c(CC)cc2c(=O)c1-c1ccc2c(c1)OCCCO2	77	·
CCN(CC)C(=O)CN1CCN(c2ccccc2F)CC1	·	-2
NNC(=O)c1sc2cccc(Cl)c2c1Cl	·	-9
COc1ccc(S(=O)(=O)Nc2cc(C)on2)cc1OC	101	1
CCOCCCN(C(=O)Nc1ccc(CC)cc1)C1CCN(C(C)=O)CC1	101	-11
CCCCn1c(C(C)NC(=O)CC)nc2ccccc21 (stereo unspecified)	87	6

Going on with the list:
compound	BAP1 block	HePTP inhibitor
CC(=O)N(C(C)=O)c1ccc(-c2ccco2)cc1	133	9
COc1cc(C2C(C(=O)OC3CCCCC3)=C(C)NC3=C2C(=O)CC(c2ccccc2)C3)cc(Br)c1O (stereo unspecified)	146	·
O=S(=O)(c1ccccc1)N1CCN(c2nnnn2-c2ccccc2)CC1	73	8
CCOC(=O)Nc1cccc(OCC(=O)Nc2ccc(OC)cc2OC)c1	75	13
CC(=O)c1cccc(-n2nnnc2SCC(=O)Nc2ccccc2N2CCCCC2)c1	·	10
COc1cc(/C=C2/C(=O)NN(c3ccc(Br)cc3)C2=O)c([N+](=O)[O-])cc1OC	·	2
COc1ccc2c(Cl)c(C(=O)N3CCN(CCN4C(=O)c5cccc6cccc(c56)C4=O)CC3)sc2c1	·	-8
COc1ccc(CCNC(=O)c2c(Cl)ccc(Cl)c2OC)cc1OC	·	-1
CCCNC(=O)N1CCN(S(=O)(=O)c2ccc(C)cc2)CC1	107	·
COc1ccc2nc(N3CCCC3)c(C#N)cc2c1	87	-2
CCCOc1ccc2oc(=O)c3c(c2c1)CCCN3C(=O)CN1CCc2ccccc2C1	76	2
CCCCOC(=O)C1=C(C)NC2(O)c3ccccc3C(=O)C12O (stereo unspecified)	103	-5
COc1cccc(OC)c1C(=O)n1nc(C)cc1C	84	1
Cc1ccc2oc(-c3cc(NC(=O)c4ccc5c(c4)OCCO5)ccc3O)nc2c1	·	0
CCCCn1nnnc1SCC(=O)Nc1ccc(F)cc1	72	10
